MITF primary – inhibitors of human MITF | O75030 | AlphaScreen MITF homodimerization, bead proximity signal | inhibition, % at 2.6 µM | 0.91% of 650,000 active | AID 1259374; in the data active = inhibition above about 50%;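 also: 0% = vehicle wells with protein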
TEAD-YAP block – TEAD-YAP interaction inhibition; inhibition, % at 9.12 µM; 1.4% of 640,000 active; HEK-TIYL cells, TEAD-Gal4/YAP UAS-luciferase luminescence; in the data active = inhibition above about 32%;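 also: 0% = median of test compound wells and 100% = reference inhibitor wells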
GPR151 activ – activates the human receptor GPR151. Q8TDV0. PathHunter beta-arrestin GPR151 cells, luminescence. activation, % at 11.2 µM. 1% of 650,000 active; in the data active = activation above about 4.9%;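 also: 0% = median of compound wells and 100% = cells with positive control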
Target sequence (Q8TDV0 whole entry, looked up): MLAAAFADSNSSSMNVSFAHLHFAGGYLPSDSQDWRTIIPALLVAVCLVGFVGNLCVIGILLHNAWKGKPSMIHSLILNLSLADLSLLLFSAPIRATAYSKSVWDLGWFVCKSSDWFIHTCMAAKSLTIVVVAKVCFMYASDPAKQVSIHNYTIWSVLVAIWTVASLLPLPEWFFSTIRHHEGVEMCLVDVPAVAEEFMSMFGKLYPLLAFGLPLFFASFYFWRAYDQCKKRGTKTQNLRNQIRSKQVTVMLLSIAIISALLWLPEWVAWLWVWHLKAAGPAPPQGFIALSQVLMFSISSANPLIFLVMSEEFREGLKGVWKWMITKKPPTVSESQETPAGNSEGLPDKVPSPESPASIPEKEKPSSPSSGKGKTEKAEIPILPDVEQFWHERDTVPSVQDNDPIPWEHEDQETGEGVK
FBW7 activator – human FBW7 E3 ligase activation, primary screen. Q969H0. AlphaScreen FBW7–phospho-cyclin E peptide binding, activator screen. normalized activity (activation), % at 26.1 µM. 0.13% of 650,000 active; in the data active = normalized activity above about 1.9%;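 also: purified mutant Fbw7 with reduced substrate affinity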
Target sequence (Q969H0 whole entry, looked up): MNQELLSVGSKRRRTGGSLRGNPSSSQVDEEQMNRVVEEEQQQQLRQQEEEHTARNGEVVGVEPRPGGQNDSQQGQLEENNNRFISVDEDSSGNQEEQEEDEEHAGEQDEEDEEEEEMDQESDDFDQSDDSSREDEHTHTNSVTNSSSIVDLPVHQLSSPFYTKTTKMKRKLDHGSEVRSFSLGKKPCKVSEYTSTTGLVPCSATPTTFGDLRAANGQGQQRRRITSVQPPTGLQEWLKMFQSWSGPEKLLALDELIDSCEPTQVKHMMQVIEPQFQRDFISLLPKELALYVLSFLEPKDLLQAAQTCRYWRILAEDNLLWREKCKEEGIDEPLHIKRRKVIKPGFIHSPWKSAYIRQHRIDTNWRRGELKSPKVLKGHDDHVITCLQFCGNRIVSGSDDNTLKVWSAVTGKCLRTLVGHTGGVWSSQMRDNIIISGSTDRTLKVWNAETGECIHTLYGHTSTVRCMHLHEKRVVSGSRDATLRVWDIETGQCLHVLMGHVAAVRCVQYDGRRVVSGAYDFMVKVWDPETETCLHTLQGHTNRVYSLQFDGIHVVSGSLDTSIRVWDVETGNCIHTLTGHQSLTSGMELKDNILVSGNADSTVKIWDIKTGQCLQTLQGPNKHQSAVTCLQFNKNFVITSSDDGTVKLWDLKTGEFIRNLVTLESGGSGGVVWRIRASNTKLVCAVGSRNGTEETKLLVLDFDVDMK
Starred values were filed as active, the others as inactive; · = no result given; & = joins results of further samples.

SMILES	MITF primary	TEAD-YAP block	GPR151 activ	FBW7 activator
CCN(CC)C(=O)c1sc(NC(=O)c2ccc3c(c2)OCO3)c(C(=O)OC)c1C	-9	1	-0.7	-0.1
C#CCSc1nc(N)c(C#N)c(-c2ccc(O)cc2)c1C#N	10	-11	-1.1	0.0
O=C(O)CN1CCc2ccccc2C1c1cccs1 (stereo not drawn)	3	8	-0.6	0.1
Cc1ccc(NC(=O)C2C(C)Nc3ncnn3C2c2cccs2)c(C)c1 (stereo not drawn)	1	-1	-0.9	0.3
O=C(Cn1nnc(-c2ccc(F)cc2)n1)Nc1ccc(I)cc1	12	10	0.1	-0.2
CCCCCCCCCCCCCCCC(=O)OC[C@H](COP(=O)(O)OCC[N+](C)(C)C)OC(=O)CCCCCCCC(=O)O	-6	·	-1.2	·
Cc1ccc(S(=O)(=O)NCC(=O)OCc2ccc(F)cc2)cc1	7	3	-1.8	0.2
COc1ccc2oc(=Nc3ccc(F)cc3)c(C(=O)NC(C)=O)cc2c1	13	-3	-0.2	0.1
CCCC(=O)N1CCC(C2(c3ccccn3)NC(=O)N(CCc3cccs3)C2=O)CC1 (stereo not drawn)	2	-9	0.1	-0.3
O=C(CNc1ccc(Cl)cc1Br)N/N=C/c1ccccc1	8	0	0.6	0.0
C/C(O)=C\c1nc2ccccc2nc1/C=C(\C)O	-9	-12	-0.3	-0.1
CCOc1ccccc1NC(=O)c1c(NCc2sccc2C)sc2c1CCCC2	8	6	1.4	0.0
CC(=O)C1C(c2ccc([N+](=O)[O-])o2)NC(=O)NC1(O)C(F)(F)F (stereo not drawn)	-1	-13	-1.3	-0.3
c1ccc(CNc2nc3nonc3nc2N2CCCC(CN3CCOCC3)C2)cc1 (stereo not drawn)	6	8	-1.6	0.0
Cc1ncsc1CN(Cc1ccccc1)c1nc2nonc2nc1N(C)C	7	-2	-0.8	0.2
C/C(CC(=O)Nc1ccc(F)cc1F)=N\NC(=O)C(=O)N1CCCCC1	3	-28	-0.2	0.1
CCOc1ccc(NC(=O)C2CCN(C(=O)NC3CCCCC3)CC2)cc1	9	-3	-0.9	0.3
COc1cc2cc(C3CC(c4ccccc4)=NN3C(=O)CCC(=O)O)c(Cl)nc2cc1OC (stereo not drawn)	2	-4	-1.3	0.0
COC(=O)Nc1cc([N+](=O)[O-])cc([N+](=O)[O-])c1SCCO	11	9	-0.5	0.1
COCCNc1nc2nonc2nc1N(C)CCN1CCCC1	5	-10	-1.8	-0.1
O=S(=O)(c1ccccc1F)N1CCC(Oc2cccc(-c3cccnc3)c2)CC1	8	4	0.2	-0.1
O=S(=O)(/N=C1\C=C2N(CCO)CCOC2(O)c2ccccc21)c1ccccc1 (stereo not drawn)	13	-7	3.4	-0.1
COc1ccc2cc1Oc1ccc(cc1)C[C@H]1c3cc(c(OC)cc3CCN1C)Oc1c(OC)c(OC)cc3c1[C@H](C2)N(C)CC3	1&0&5	-19&-3&-5	0.9&0.6&-1.5	-0.1&0.0&-0.2
COC(=O)c1ccc2c(=O)n(C3CCCCC3)c(SC)nc2c1	-1	-5	-0.4	0.4
CCOc1ccc(NC(=O)C(C(C)C)N2C(=O)c3ccccc3C2=O)cc1 (stereo not drawn)	-12	-1	1.3	0.0
SMILES	MITF primary	TEAD-YAP block	GPR151 activ	FBW7 activator
Cc1ccccc1/C=C1/NC(=O)N(c2cccc(Cl)c2)C1=O	6	-14	-0.2	0.1
COc1ccccc1NC(=O)NNC(=O)CSc1cc(C)c(Br)cc1C	-11	-11	0.9	0.0
CCC(C)(C)c1ccc(OCCCC(=O)Nc2ccc(Cl)c(NC(C)=O)c2)c(C(C)(C)CC)c1	7	2	-0.1	0.0
CCOc1cc(C(=S)N2CC(C)OC(C)C2)ccc1O (stereo not drawn)	-5	3	0.3	-0.4
C[C@H](Cn1nnc2ccccc21)NC(=O)CC1(C)C(=O)N=C2C=CC=CN21 (stereo partly drawn)	5	2	-0.5	0.1
C=C(C)Cn1c(=O)c2c(nc3n2CCN3c2ccc(C)c(C)c2)n(C)c1=O	-10	7	-0.3	-0.2
COc1ccc(CN2CCc3nnc(CCNC(=O)c4ccc(C)cc4)n3CC2)c(C)c1C	-11	-1	1.0	-0.1
Cc1cccc(NC(=O)CN(c2ccccc2F)S(=O)(=O)c2ccccc2)c1	-16	-4	4.0	-0.1
Cc1cc(Nc2ccc(N3CCOCC3)cc2)nc(-c2ccccc2)n1	11	-13	-2.4	-0.2
COC(=O)c1nnn(-c2nonc2N)c1CN1CCc2ccccc2C1	4	-1	-0.3	-0.1
CCCCn1c(CNC(=O)c2ccccc2OC)nnc1SCC(=O)Nc1sc2c(c1C(=O)OCC)CCCCC2	0	-1	1.0	-0.1
COc1ccccc1/C=C/CN1CCNC(=O)C1CC(=O)N(C)C1CCCCC1 (stereo not drawn)	-11	-12	0.8	0.0
Cc1nc2ccccc2n1C(=O)c1cc(Cl)ccc1[N+](=O)[O-]	9	-11	-1.2	0.1
COc1ccc(CNc2c(-c3ccc(OC)c(OC)c3)nc3cnccn23)cc1	3	-6	0.9	-0.2
CCc1ccc(NC(=O)C2CC(=O)N(c3ccccc3)C2)cc1 (stereo not drawn)	-13	3	-1.9	-0.1
CN(CCO)c1c2c(nc3cc(-c4cccc(F)c4)nn13)CCCC2	15	-56	-0.2	0.4
CS(=O)(=O)N(CC(=O)Nc1ccccc1C(=O)NC1CCCCC1)c1ccccc1F	8	8	0.4	0.7
COc1ccc(C(=O)CSc2nc3ccccc3[nH]2)cc1OC	-5	0	-1.0	-0.2
Cc1cccn2c(CN3CCN(c4ccncc4)CC3)c(C(=O)N3CCCCC3)nc12	-11	8	5.2*	0.1
CC(C)(C)C(=O)Nc1ccnn1C1CCN(Cc2cnn(-c3ccccc3)c2)CC1	-8	-9	-0.1	-0.1
N#C/C(=C\c1cc(Br)c(O)cc1O)c1nc2ccccc2[nH]1	11	-1	-1.2	0.3
Cc1ccc(CNS(=O)(=O)c2ccc(F)c(C(=O)Nc3ccc(C)cc3)c2)cc1	13	7	-0.7	0.6
COc1ccc(-c2noc(C3CCCN(C(=O)Nc4cccc(F)c4)C3)n2)cc1 (stereo not drawn)	-2	-31	-0.1	-0.1
COc1ccc(-c2cn3c(CCC(=O)NCC4CCCCC4)csc3n2)cc1	2	-13	-1.5	-0.1
COC(=O)CC1OC1[C@H](C)[C@@H](OC)C(C)C (stereo partly drawn)	15	·	1.0	0.1
SMILES	MITF primary	TEAD-YAP block	GPR151 activ	FBW7 activator
COc1cc(C(=O)O/N=C2\C=CC(=O)C=C2C)cc(OC)c1OC	-12	-27	-1.2	-0.1
CC(=O)c1ccc(NC(=O)CSc2nnc3[nH]c(=O)c(C)nn23)cc1	-10	2	1.7	0.1
CCc1cccc(CC)c1NC(=O)c1cccc(N)c1	8	4	0.1	0.0
COCCCNC(=O)c1oc2ccc3c(c2c1C)C=CC(C)(C)O3	4	-59	-0.8	-0.1
CC1SCC(=O)N(CC(=O)Nc2ccc3c(c2)OCCO3)C1=O (stereo not drawn)	-6	6	1.3	-0.1
Cc1nc(NC(=O)CSc2nnc3ncccn23)sc1C	-10	-12	-1.5	-0.2
COCCNC(=O)Nc1ccc(N2CCCCC2=O)cc1	4	13	-1.1	0.3
CC1CCc2nn(CC(=O)Nc3ccc(F)cc3)cc2C1 (stereo not drawn)	7	-10	-0.3	-0.1
Cc1cc2cc(CNS(=O)(=O)c3ccc([N+](=O)[O-])cc3)ccc2[nH]1	5	5	0.3	0.1
O=C(CCc1nc2ncccc2c(=O)n1Cc1ccccc1)NCc1ccccc1Cl	-6	4	0.1	0.0
N#Cc1ccc(NC(=O)Cn2ccc([N+](=O)[O-])n2)cc1	14	-4	0.1	0.0
C=CCn1c(SCC(=O)N2CCOCC2)nnc1-c1ccc([N+](=O)[O-])cc1	5	8	2.2	0.2
Cc1c(C(=O)NCCC(C)C)oc2ccc3c(c12)C(=O)CC(C)(C)O3	7	-44	0.6	0.1
NS(=O)(=O)c1ccc(NC(=S)Nc2ccccc2C(=O)c2ccccc2)cc1	-23	2	2.0	0.0
CON(C)S(=O)(=O)c1cccc(C(=O)OCc2ccc(C#N)cc2)c1	-16	10	-0.2	0.0
CCc1ccc(/C=N/NC(=O)c2ccoc2C)cc1	8	23	-8.7	0.2
C=CCOc1ccc(C2C(C(=O)OC(C)C)=C(C)N=C3SCCC(=O)N32)cc1 (stereo not drawn)	5	1	-0.2	0.0
N#C/C(=C1/C(=O)Nc2ccc(Br)cc21)c1ccc2ccccc2n1	3	6	-0.3	0.0
Nc1nonc1NC(=O)CSc1nnc2c(n1)[nH]c1ccccc12	-4	1	-0.4	0.1
Cc1noc(C)c1-c1cc(NCCO)ncn1	19	-4	0.0	-0.2
Cc1cc(C(=O)N2CCNC(=O)C2(C)C)n(C)n1	-2	-1	0.8	0.0
COC(=O)CNC(=O)c1c(-c2c(Cl)cccc2Cl)noc1C	4	-9	-0.1	-0.1
COc1oc(-c2ccccc2C)nc1C(F)(F)F	-9	-4	-0.4	-0.1
O=C(c1ccc(Br)cc1)N1CC2C3C=CC(C3)C2C1 (stereo not drawn)	0	-4	1.1	0.2
Cc1cc(C)n(-c2cc(N3CCN(C(=O)Nc4ccc(F)c(Cl)c4)CC3)ncn2)n1	-5	-5	0.7	0.0
SMILES	MITF primary	TEAD-YAP block	GPR151 activ	FBW7 activator
CCOC(=O)c1cnc2cc(C(F)(F)F)ccc2c1Nc1cc(OC)c(OC)c(OC)c1	8	9	1.3	0.0
NC(=O)c1oc2ccccc2c1NC(=O)C1CCCCC1	6	-4	-0.1	0.3
O=C(NNC(=O)C(Oc1ccc([N+](=O)[O-])cc1)c1ccccc1)NC1CCCCC1 (stereo not drawn)	0	15	1.2	0.0
CC(C)N(C(=O)C1CCCCC1)c1nnc(-c2ccncc2)s1	15	-3	-0.3	-0.3
Cc1ccc(NC(=O)CSc2ncn[nH]2)cc1	6	17	-2.0	0.2
CCn1c(=O)c2ccccc2n2c(SCc3cccnc3)nnc12	35	4	4.7	0.0
CC1(C)C(=O)Nc2ccccc2N1C(=O)COc1ccc(-c2ccc(C#N)cc2)cc1	-2	23	1.6	-0.1
O=C(Nc1ccc2oc(-c3ccc(F)cc3)nc2c1)c1cc(Br)ccc1I	1	-2	0.3	-0.2
CCC1CCCCN1Cc1cn2c(C)cc(C)nc2n1 (stereo not drawn)	1	2	-0.8	1.1
Cc1cc(C(=O)N2CCCCCC2)n(-c2ccccc2)n1	4	6	0.4	0.3
CC(CCc1ccccc1)NC(=O)c1cc(=O)c2ccccc2o1 (stereo not drawn)	16	-22	-1.0	0.0
O=C(C1COc2ccccc2O1)N1CCN(c2ccccc2)CC1 (stereo not drawn)	6	-1	1.2	0.0
O=C(CSc1nc2ccsc2c(=O)n1CCc1ccccc1)c1ccccc1	-7	4	-0.8	-0.1
COc1ccc(C(=O)Nc2cccc(-c3nc4ncccc4o3)c2C)cc1OC	-1	9	5.5*	0.1
COc1cc(C(=O)N/N=C/c2c(O)cc(OC)c([N+](=O)[O-])c2OC)cc(OC)c1OC	-13	-8	0.8	0.3
CC(=O)N1CCc2nc(C)nc(N3CCCCCC3)c2C1	-2	-2	1.3	-0.2
COc1nc(N(C)C)nc(N(OC)S(=O)(=O)c2ccccc2)n1	11	3	-1.5	0.4
COc1ccccc1CNC(=O)N1CCOCC1	-5	9	1.7	0.0
CC(C)N1CC=C2C(C#N)=C(N)C(C#N)(C#N)C(c3ccc(Cl)cc3)C2C1 (stereo not drawn)	-10	-6	-0.2	-0.1
COc1ccc(OC)c(C(C)NC(=O)c2ccccc2[N+](=O)[O-])c1 (stereo not drawn)	1	-6	0.7	0.0
CSc1ncccc1C(=O)NCC1CCC2(CCN(CCCc3ccccc3)CC2)O1 (stereo not drawn)	-5	-3	-0.5	-0.1
CC(C)Oc1nc2c(c(=O)n(C)c(=O)n2C)n1Cc1cccc2ccccc12	5	6	0.2	0.1
O=[N+]([O-])c1ccccc1S(=O)(=O)Nc1cccnc1	-1	-6	-0.7	-0.1
O=C(NCCc1ccccc1)c1n[nH]n2c1nc(=O)c1ccccc12	7	20	-6.7	0.0
CCOC(=O)N1CCc2c(sc(NC(=O)CC)c2C(N)=O)C1	14	0	-0.7	0.1
O=C(Nc1ccc(NC(=O)c2ccco2)nc1)c1ccco1	1	-23	-2.6	-0.2

A portion from the list above, as a working copy:
SMILES	MITF primary	TEAD-YAP block	GPR151 activ	FBW7 activator
COc1cc(C(=O)N/N=C/c2c(O)cc(OC)c([N+](=O)[O-])c2OC)cc(OC)c1OC	-13	-8	0.8	0.3
CC(=O)N1CCc2nc(C)nc(N3CCCCCC3)c2C1	-2	-2	1.3	-0.2
COc1nc(N(C)C)nc(N(OC)S(=O)(=O)c2ccccc2)n1	11	3	-1.5	0.4
COc1ccccc1CNC(=O)N1CCOCC1	-5	9	1.7	0.0
CC(C)N1CC=C2C(C#N)=C(N)C(C#N)(C#N)C(c3ccc(Cl)cc3)C2C1 (stereo not drawn)	-10	-6	-0.2	-0.1
COc1ccc(OC)c(C(C)NC(=O)c2ccccc2[N+](=O)[O-])c1 (stereo not drawn)	1	-6	0.7	0.0
CSc1ncccc1C(=O)NCC1CCC2(CCN(CCCc3ccccc3)CC2)O1 (stereo not drawn)	-5	-3	-0.5	-0.1
CC(C)Oc1nc2c(c(=O)n(C)c(=O)n2C)n1Cc1cccc2ccccc12	5	6	0.2	0.1
O=[N+]([O-])c1ccccc1S(=O)(=O)Nc1cccnc1	-1	-6	-0.7	-0.1
O=C(NCCc1ccccc1)c1n[nH]n2c1nc(=O)c1ccccc12	7	20	-6.7	0.0
CCOC(=O)N1CCc2c(sc(NC(=O)CC)c2C(N)=O)C1	14	0	-0.7	0.1
O=C(Nc1ccc(NC(=O)c2ccco2)nc1)c1ccco1	1	-23	-2.6	-0.2

Bioassay records (PubChem BioAssay)
